# Source: PubChem BioAssay (several laboratories)
# DAX1 inh-1: DAX1 (NR0B1) inhibitors on StAR promoter, primary screen, cell-based, luminescence, SF-1 (NR5A1), full-length DAX-1. HEK293T StAR-luciferase reporter, SF-1/DAX-1 repression relief. 370,000 compounds, 1.1% hits. inhibition, % at 6.8 µM. AID 652010, 2013;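 active = inhibition above the mean over all tested compounds plus 3 SD, cut at about 3.6% in these data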;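 note: 0% = DAX-1 cells with DMSO and 100% = cells lacking DAX-1 with DMSO; higher inhibition means more luminescence from relief of DAX-1 repression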
# ADAM10 inh: human ADAM10 inhibitors, primary screen, biochemical, QFRET, HTS; recombinant ADAM10, EDANS/DABCYL FRET peptide cleavage, 3 h; inhibition, % at 7 µM; 370,000 compounds, 0.62% hits; AID 720582, 2013;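 active = inhibition above a per-campaign cutoff equal to the mean of compounds falling between control-based bounds plus 3 SD, cut at about 20% in these data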;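 note: 0% = DMSO wells while the 100% control is not disclosed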
# sPLA2-III inh: human group III sPLA2 inhibitors, primary screen, biochemical, QFRET, BODIPY PC-A2 liposome substrate; Group 3 secretory phospholipase A2 (Homo sapiens), Q9NZ20; QFRET BODIPY PC-A2 liposome hydrolysis, fluorescence; inhibition, % at 12.2 µM; 370,000 compounds, 0.56% hits;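 active = inhibition above mean plus 3 SD of compounds lying within the high and low control bounds, cut at about 19% in these data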;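 note: 0% = median of test compound wells and 100% = no enzyme DMSO wells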
# GC-A act: GC-A stimulated cGMP production enhancers – HEK293 GC-A cells, cGMP TR-FRET, EC30 ANP, primary screen. activation, % at 10 µM. Atrial natriuretic peptide receptor 1 (Homo sapiens), P16066. 0% at EC30 ANP, 100% saturating ANP. 370,000 compounds, 0.14% hits. AID 1671463, 2021; in the data active = activation above about 40%
# DAX1 inh-2: DAX1 (NR0B1) inhibitors, primary screen, cell-based, HEK293, Gal4-DAX1, luciferase luminescence. Nuclear receptor subfamily 0 group B member 1 (Homo sapiens), P51843. HEK293 Gal4-DAX1 luciferase reporter. inhibition, % at 6.75 µM. 340,000 compounds, 0.99% hits. AID 504766, 2011;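 active = inhibition above the mean over all tested compounds plus 3 SD, cut at about 4.2% in these data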;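 note: 0% = DAX1-transfected cells with DMSO and 100% = empty-vector control cells with DMSO; inhibition shows as a rise in luminescence from relieved DAX1 repression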
# ssDAF-12 act: S. stercoralis DAF-12 nuclear receptor activators, primary screen, cell-based, luminescence, HEK293, GRIP1 co-expression, lit1-tk-luc; 370,000 compounds, 1% hits; activation, % at 6.8 µM; Nuclear hormone receptor DAF-12 (Strongyloides stercoralis); HEK293 ssDAF-12/GRIP1 lit1-tk-luc reporter; % of 3 µM dafachronic acid response;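 active = activation above the mean over all tested compounds plus 3 SD, cut at about 0.9% in these data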;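 note: 0% = DMSO-only wells and 100% = 3 µM delta7-dafachronic acid wells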
# hcDAF12 agonist: H. contortus DAF-12 nuclear receptor activators, primary screen, cell-based, luminescence, HEK293, lit1-tk-luc reporter; AID 652067, 2013; 370,000 compounds, 1.4% hits; activation, % at 6.8 µM; HEK293 hcDAF-12 lit1-tk-luc reporter; 0% DMSO, 100% Δ7-dafachronic acid;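 active = activation above the mean of all tested compounds plus 3 SD, cut at about 5.5% in these data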;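 note: 100% = response to 3 µM Δ7-dafachronic acid high control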
# GAA850 FXN act: FXN promoter activators, primary screen, cell-based, luciferase luminescence, HEK293 lucGAA850 | HEK293 lucGAA850 FXN promoter luciferase reporter, 24 h; percent of 10 µM SAHA response | activation, % at 6 µM | 360,000 compounds, 0.56% hits | AID 540364, 2011;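 active = activation above the average of all compounds screened plus 3 SD, cutoff fixed separately per campaign, cut at about 7.5% in these data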;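 note: 0% = DMSO wells and 100% = 10 µM SAHA wells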
# hgDAF12 agonist: H. glycines DAF-12 receptor agonists, primary screen, cell-based, luminescence, HEK293, GAL4 fusion, UAS-luciferase | Nuclear hormone receptor DAF-12 (Heterodera glycines), GAL4 fusion | HEK293 GAL4-hgDAF12 UAS-luciferase reporter, agonist luminescence; normalized to butyrate control | activation, % at 6.8 µM | 370,000 compounds, 1.8% hits | AID 687014, 2013;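 active = activation above a cutoff set at the mean of all screened compounds plus 3 SD, cut at about 10% in these data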;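 note: 0% = DMSO wells and 100% = sodium butyrate wells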
# NPR2 activator: human GC-B receptor activators, primary screen, HEK293 GC-B cells, cGMP TR-FRET, EC30 CNP. activation, % at 10 µM. 370,000 compounds, 0.11% hits. AID 1920062, 2024. Atrial natriuretic peptide receptor 2 (Homo sapiens), P20594. 0% at EC30 CNP, 100% saturating CNP;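 active = activation at 10 µM reaching about 35% in either raw or pattern-adjusted values, limit read from the data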
# Target sequence (P20594 whole entry, looked up): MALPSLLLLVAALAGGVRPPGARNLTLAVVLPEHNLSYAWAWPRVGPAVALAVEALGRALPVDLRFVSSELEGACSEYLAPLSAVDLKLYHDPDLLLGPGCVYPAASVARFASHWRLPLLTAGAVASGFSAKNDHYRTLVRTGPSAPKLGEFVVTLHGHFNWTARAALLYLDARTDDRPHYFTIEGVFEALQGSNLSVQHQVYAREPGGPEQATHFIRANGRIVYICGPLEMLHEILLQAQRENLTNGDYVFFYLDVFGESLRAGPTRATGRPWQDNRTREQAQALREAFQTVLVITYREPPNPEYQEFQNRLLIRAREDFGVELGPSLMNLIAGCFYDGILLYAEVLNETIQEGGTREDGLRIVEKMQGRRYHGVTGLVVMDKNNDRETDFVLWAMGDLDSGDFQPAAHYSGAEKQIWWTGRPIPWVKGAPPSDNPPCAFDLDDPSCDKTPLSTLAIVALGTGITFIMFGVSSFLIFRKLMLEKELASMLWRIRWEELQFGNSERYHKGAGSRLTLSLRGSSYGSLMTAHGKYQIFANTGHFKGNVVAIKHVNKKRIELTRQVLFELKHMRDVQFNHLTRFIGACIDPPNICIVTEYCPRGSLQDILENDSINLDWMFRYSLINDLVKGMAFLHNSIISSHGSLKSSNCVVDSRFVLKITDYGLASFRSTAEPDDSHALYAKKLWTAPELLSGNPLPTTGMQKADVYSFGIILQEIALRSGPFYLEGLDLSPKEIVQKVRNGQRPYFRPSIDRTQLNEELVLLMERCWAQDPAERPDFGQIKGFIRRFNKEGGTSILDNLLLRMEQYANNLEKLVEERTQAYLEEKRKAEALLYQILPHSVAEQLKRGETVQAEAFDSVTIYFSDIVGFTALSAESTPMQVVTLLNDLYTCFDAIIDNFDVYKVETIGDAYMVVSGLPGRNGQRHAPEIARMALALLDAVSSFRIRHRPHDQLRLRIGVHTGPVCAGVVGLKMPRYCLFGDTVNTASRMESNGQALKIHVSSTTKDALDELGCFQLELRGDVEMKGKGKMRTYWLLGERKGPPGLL
# SMARCA2 act: SMARCA2 (BRM) function activators, primary screen, cell-based, luminescence, high throughput; MG213 cells, MMTV-luciferase reporter, dexamethasone, overnight; activation, % at 9.1 µM; 370,000 compounds, 1% hits; in the data active = activation above about 7.8%;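 note: 0% = vehicle wells and 100% = reference activator wells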
# The depositor's hits bear a star; i = inactive; . = no result given.
structure,DAX1 inh-1,ADAM10 inh,sPLA2-III inh,GC-A act,DAX1 inh-2,ssDAF-12 act,hcDAF12 agonist,GAA850 FXN act,hgDAF12 agonist,NPR2 activator,SMARCA2 act
COc1ccc(CCC(=O)N2CCN(S(=O)(=O)c3ccc4ccccc4c3)CC2)cc1,-0.7,6,-20,-6,-0.6,-1.2,-2.7,-0.4,-0.2,-6,0
OC[C@H]1O[C@H](c2nc(-c3nc(-c4cccs4)no3)cs2)C[C@@H]1O,4.8*,-6,-5,1,.,0.0,3.0,-0.9,12*,-1,2
Cc1nn(-c2ccccc2)c(C)c1CN,-0.5,3,4,-1,2.5,-1.3,-0.1,1.6,-1.6,3,5
O=C(NC1Cc2ccccc2C1)c1cc(COc2ccc(F)cc2Cl)on1,0.3,-4,1,7,1.3,-1.3,0.2,1.0,2.6,3,0
O=C(NCc1ccc(F)cc1F)Nc1cnccc1C(F)(F)F,0.2,-3,1,-1,0.1,-1.3,1.1,0.2,1.6,-2,0
O=C(NCc1ccccc1)C1CNCC(C(=O)NCc2ccccc2)C1 (stereo unspecified),-0.1,-9,-1,1,1.6,-0.9,-0.3,1.5,0.5,3,0
CC(NC(=O)CC1SC(N)=NC1=O)c1ccccc1 (stereo unspecified),0.0,1,12,9,0.5,-0.6,0.0,2.2,1.5,1,-5
CCOC(=O)c1cn(CC(=O)Nc2cccc(Cl)c2)nn1,-0.2,-10,0,5,-0.8,-1.0,-1.0,-1.0,2.5,-5,-1
CCN1C(=O)c2cccc3c(S(=O)(=O)NCc4ccccc4)ccc1c23,-0.7,i,-8,4,0.0,-1.1,-1.8,0.9,-5.5,-2,-2
CCCc1c(O)nc(SC2CC(=O)N(c3cc(OC)ccc3OC)C2=O)[nH]c1=O (stereo unspecified),-0.4,-5,10,-3,2.0,-1.1,-1.4,-0.3,-1.1,0,6
CCOC(=O)C1CCCN(CCC(=O)Nc2ccc(F)c(F)c2)C1 (stereo unspecified),-0.5,-2,-4,4,-0.8,-1.1,-0.6,2.2,-0.6,2,-1
O=C1N/C(=C/c2ccc(N3CCOCC3)o2)C(=O)N1c1cccc(Cl)c1,-1.1,-5,-13,24,-1.0,-2.2,0.1,8.9*,-0.8,23,5
COc1ccc(NC(=O)COc2nc3ccccc3nc2N2CCOCC2)c(OC)c1,0.9,7,10,-5,0.5,-0.9,-2.0,1.8,3.1,-9,-6
CCOC(=O)Cn1c(=O)oc2cc(S(=O)(=O)N(C)c3cccc(C)c3)ccc21,-0.1,2,-2,3,0.3,-0.9,-1.2,1.3,0.2,6,0
O=C(Cn1cc([N+](=O)[O-])cn1)NC1CCCCCC1,0.2,1,4,-1,1.3,-1.1,2.0,1.3,-1.5,3,1
Cc1ccc(NC(=O)C2CCN(c3ncnc4sc(C)c(C)c34)CC2)cc1S(=O)(=O)N(C)C,-5.3,22*,-25,-8,-3.4,-1.7,-4.1,-2.5,-4.5,-2,-3
COc1ccc(CCNS(=O)(=O)c2cc3c4c(c2)CCN4C(=O)CC3)cc1,-1.5,-8,5,1,-0.9,-1.1,0.2,1.2,0.2,0,-2
CCCn1nnc(NC(=O)c2ccc(Cl)cc2Cl)n1,1.2,-5,-1,1,2.1,-0.5,0.4,2.0,9.5,3,14*
O=C(CCc1ccc(S(=O)(=O)N2CCOCC2)cc1)OCc1nc2ccccc2s1,1.6,0,-12,1,1.7,0.2,4.0,-0.7,4.4,-7,-4
O=C(COC(=O)c1ccc(Cl)s1)c1cc2ccccc2o1,-0.3,-9,-40,2,0.2,0.2,1.2,-2.7,1.9,4,-4
c1ccc(-c2ccccc2OCCCCN2CCCCCC2)cc1,-0.1,1,2,-6,0.0,-0.4,2.9,-3.5,-1.7,0,1
Cc1occc1C(=O)NCCCCc1ccccc1,-0.2,9,2,2,-0.7,-1.4,-0.9,2.4,0.6,1,1
C/C(=N/NC(=O)CNC(=O)c1ccccc1)c1ccc(C)cc1,-0.4,-1,-1,3,0.4,-0.7,-0.2,2.2,0.5,7,0
CC(C)C[C@H]1COc2cc(N3CCN(Cc4ccccc4F)CC3)ccc2S(=O)(=O)N1,1.8,-9,9,0,.,-1.3,1.1,.,-2.8,3,-3
COC(=O)C1C(=O)C=C(Nc2ccc(F)cc2)CC1c1ccc(OC)cc1 (stereo unspecified),1.3,-9,-4,-5,-1.5,-1.6,0.3,1.4,5.1,-1,1
COc1cc(OC)cc(C(=O)Nc2ccc3c(c2)OCCO3)c1,0.8,-1,4,1,1.2,-0.2,0.2,2.4,5.6,-4,0
COc1ccc(/C=C(\NC(=O)c2ccco2)C(=O)N2CCCCC2)cc1,0.0,-7,3,1,0.1,-1.0,-1.8,0.7,0.3,4,-2
Cc1cc(=O)[nH]c2cc(Cl)ccc12,0.3,-2,-3,3,-0.2,-1.7,-0.3,-0.2,-0.3,1,-1
Cc1cccc(C)c1NC(=O)C1(C)CSCC(=O)N1CCc1ccc(O)cc1 (stereo unspecified),1.2,6,0,3,.,-1.3,1.4,.,-0.7,0,-3
CCOC(=O)N1CCN(CCC(=O)Nc2cc(C)ccc2OC)CC1,-0.3,-11,14,-1,0.8,-1.9,-0.1,0.7,1.2,4,-5

# Further entries follow:
Compound,DAX1 inh-1,ADAM10 inh,sPLA2-III inh,GC-A act,DAX1 inh-2,ssDAF-12 act,hcDAF12 agonist,GAA850 FXN act,hgDAF12 agonist,NPR2 activator,SMARCA2 act
COc1cc(C2CC(c3c(C)cc(C)[nH]c3=O)=NN2c2ccccc2F)cc(OC)c1OC (stereo unspecified),-0.5,-288,-6,11,0.2,-1.2,1.2,1.5,0.3,2,-1
CCCCNc1nc(=S)[nH]c2cc(OC)c(OC)cc12,0.1,-25,12,3,1.3,-1.2,-2.0,-0.9,-2.1,-12,0
COc1ccc(NC(=O)c2ccc(CN3CCN(c4ccccc4)CC3)cc2)cc1,-2.8,-3,3,5,-2.5,-2.2,-3.8,-3.8,-9.7,0,0
COc1cccc(CNC(=O)C(=O)NCCC2CCCCN2S(=O)(=O)c2ccccc2)c1 (stereo unspecified),-1.5,-7,-2,1,1.0,-1.5,-0.7,0.2,-1.2,4,-1
COc1cccc2cc(C(=O)N3CCN(c4ncccn4)CC3)c(=O)oc12,-1.2,-3,2,2,0.0,-1.2,-0.4,-1.9,-0.1,3,-1
CCc1ccc(NC(=S)NCC2CCCN2CC)cc1 (stereo unspecified),-0.9,7,10,0,0.5,-0.7,-0.3,0.6,0.9,4,4
O=C1CSC(c2ccc(F)cc2)N1c1nc2ccccc2s1 (stereo unspecified),-0.1,6,-8,-6,0.1,-1.7,-1.1,4.2,1.1,-1,5
CCOc1ccc(C(=O)CCC(=O)NN2C(=O)NC3(CCCCC3)C2=O)cc1,-1.0,-5,-9,-1,1.7,-1.4,1.1,-1.8,-2.5,-2,-1
CC(OC(=O)C12CCC(=O)N1c1ccccc1S2)C(=O)Nc1cccc(Cl)c1 (stereo unspecified),0.5,-3,6,1,0.1,-1.4,-0.1,0.5,0.9,6,5
Oc1ccc(/C=N/Nc2nccnc2Cl)c(O)c1,-3.8,-3,-38,-2,-3.8,-0.8,-2.2,-11,-5.1,-3,-3
CCn1cc(C(=O)NCC(C)C)c(=O)c2cc(F)c(N3CCN(C)CC3)cc21,-0.3,-69,-8,-4,.,-1.9,-1.1,-1.5,0.8,0,-5
CCOc1ccc(-c2cc(C(=O)NN)[nH]n2)cc1,3.6,-2,4,-4,1.5,0.3,6.8*,3.5,16*,0,6

# Quoted at random: two entries already listed
Compound,DAX1 inh-1,ADAM10 inh,sPLA2-III inh,GC-A act,DAX1 inh-2,ssDAF-12 act,hcDAF12 agonist,GAA850 FXN act,hgDAF12 agonist,NPR2 activator,SMARCA2 act
O=C1CSC(c2ccc(F)cc2)N1c1nc2ccccc2s1 (stereo unspecified),-0.1,6,-8,-6,0.1,-1.7,-1.1,4.2,1.1,-1,5
CCc1ccc(NC(=S)NCC2CCCN2CC)cc1 (stereo unspecified),-0.9,7,10,0,0.5,-0.7,-0.3,0.6,0.9,4,4

# Continuation.
Compound,DAX1 inh-1,ADAM10 inh,sPLA2-III inh,GC-A act,DAX1 inh-2,ssDAF-12 act,hcDAF12 agonist,GAA850 FXN act,hgDAF12 agonist,NPR2 activator,SMARCA2 act
CC(C)(C)N1CC(c2nc3ccccc3n2CCOc2ccccc2)CC1=O (stereo unspecified),-0.6,-8,-5,4,-0.1,-1.1,0.3,-0.2,-1.3,-2,-4
COc1cc(CNC[C@H]2O[C@@H](n3cc(C)c(=O)[nH]c3=O)C[C@@H]2O)ccc1OCc1cccc(Cl)c1,-1.4,0,-7,1,0.2,-0.9,1.0,0.0,-2.0,3,1
COc1ccc(Cl)cc1C(=O)Nc1ccc2c(c1)OCCO2,1.9,6,8,0,8.4*,3.0*,8.6*,4.6,10,-5,3
COc1ccccc1OCCSc1ncnc2nc[nH]c12,-0.2,10,-14,14,-0.6,-1.2,-1.8,-0.1,-2.5,2,0
Cc1ccc(S(=O)(=O)CCC(=O)OC(C)C(=O)N2CCc3ccccc32)cc1 (stereo unspecified),-0.2,-10,8,3,0.9,-0.6,-1.4,0.4,1.9,-1,0
CCOC(=O)C1(CC)NC(c2cccc(F)c2)C2C(=O)N(CC)C(=O)C21 (stereo unspecified),0.1,3,-6,0,0.1,-1.1,-0.2,-2.2,2.1,-5,-2
